TWEAK Fn14 block – blocks TWEAK-Fn14 interaction in a reporter cell assay; TWEAK-stimulated Fn14 reporter cells, luciferase luminescence, 8 h; inhibition, % at 10 µM; 360,000 tested, 2% active; in the data active = inhibition above about 50%
HIF-2a block – inhibitors of HIF-2a. 360,000 tested, 0.72% active. AID 624352. inhibition, % at 18.8 µM. 786-0 RCC cells HIF-2a reporter, luciferase luminescence, overnight;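 active = inhibition of the luminescence signal of 40% or more relative to plate controls, in a single-dose primary screen at 18.75 µM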
TRAIL sens C8 – caspase-8 TRAIL sensitization. inhibition (viability loss, TRAIL sensitization), % at 10 µM. 360,000 tested, 1% active. NB7+C8 cells + TRAIL, ATPlite viability luminescence. AID 624354;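 active = compounds causing at least 50% loss of cell viability in the single-dose screen, relative to plate controls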
Shn3 inh set2 – inhibitors of Schnurri-3 3'UTR reporter in osteoblasts; Clone20 osteoblast Shn3 3'UTR firefly luciferase, 24 h; inhibition, % at 12.5 µM; 360,000 tested, 0.52% active; AID 588674;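 active = mean inhibition of at least 75% with every replicate also reaching 75%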;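 also: 0% = median of neutral control wells and 100% = pilot-screen positive control compound; some compounds past the cut are filed as inactive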
MITF TRPM1 inh – MITF TRPM1 promoter inhibition in SK-MEL-5 cells; SK-MEL-5 TRPM1 promoter luciferase, 24 h; inhibition, % at 12.5 µM; 330,000 tested, 0.83% active;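 active = mean inhibition across replicates of 60% or more, whatever share of single replicates reaches that level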; also: values of inactives mirror those of a sister screen read the other way
Peg3 promoter – reduces Peg3 promoter-driven luciferase expression in HeLa | HeLa PEG-Prom luciferase reporter, luminescence, overnight | inhibition, % at 20 µM | 360,000 tested, 1.7% active | AID 588405;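 active = inhibition of at least 50% at 20 µM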
TROY NFkB inh – inhibitors of TROY-dependent NF-kB signaling; inhibition, % at 10 µM; AID 1347056; Q293 LMP1-TROYcd NF-kB luciferase reporter, 4 h; 360,000 tested, 0.98% active;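 active = compounds whose plate-normalised and pattern-corrected inhibition of the luciferase reporter signal at the single screening dose is 50% or more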
NR2E3 ag-1 – agonists of human NR2E3 nuclear receptor. CHO-S Gal4-NCOR/VP16-NR2E3 two-hybrid, luciferase. AID 602229. 360,000 tested, 0.35% active. Q9Y5X4. inhibition of corepressor binding, % at 3.98 µM;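 active = inhibition above the mean of all tested compounds plus 3 SD, cut at about 70% in these data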;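 also: 0% = DMSO with NR2E3 transfected cells and 100% = cells lacking NR2E3 construct; higher means lower luciferase signal from less NR2E3 corepressor binding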
Target sequence (Q9Y5X4 whole entry, looked up, the tested form may be a part): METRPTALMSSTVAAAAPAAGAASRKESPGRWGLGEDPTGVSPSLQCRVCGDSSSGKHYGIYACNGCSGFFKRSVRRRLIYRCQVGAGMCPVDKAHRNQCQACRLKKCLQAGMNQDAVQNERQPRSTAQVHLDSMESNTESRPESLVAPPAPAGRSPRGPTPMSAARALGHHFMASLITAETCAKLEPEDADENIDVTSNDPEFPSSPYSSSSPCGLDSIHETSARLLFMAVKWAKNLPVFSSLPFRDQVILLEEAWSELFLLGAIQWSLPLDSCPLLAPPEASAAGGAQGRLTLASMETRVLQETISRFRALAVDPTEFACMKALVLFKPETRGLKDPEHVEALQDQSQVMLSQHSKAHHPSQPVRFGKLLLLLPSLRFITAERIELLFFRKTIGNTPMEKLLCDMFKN
CF NFkB inh – cystic fibrosis NF-kB activation inhibition. KKLEB NF-kB-GFP reporter, PAF-induced, GFP fluorescence overnight. inhibition, % at 5 µM. 360,000 tested, 0.86% active. AID 588850;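 active = at least 50% inhibition at 5 µM, scaled per plate between neutral and stimulator controls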;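 also: PAF is a Pseudomonas aeruginosa culture filtrate used as stimulus; plate controls were PAF-stimulated DMSO wells for no effect and unstimulated DMSO wells for full effect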
KKLEB tox – reduces viability of KKLEB cystic fibrosis airway cells. 360,000 tested, 0.36% active. activity change (cytotoxicity), % at 5 µM. KKLEB CF airway cells viability, ATPlite luminescence, overnight; stronger effect = lower value; cells stimulated with P. aeruginosa culture filtrate;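 active = corrected activity change at or below -50% at 5 µM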
NR2E3 ag-2 – NR2E3 (human) agonism; Q9Y5X4; GST-NR2E3/biotin-RetCOR TR-FRET, 1536-well; inhibition of corepressor binding, % at 4.78 µM; 320,000 tested, 0.12% active; AID 2300;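 active = percent inhibition above the cutoff of mean plus 3 SD of all tested compounds, set per screening campaign, cut at about 20% in these data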;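 also: 0% = DMSO wells and 100% = biotin wells as full block of FRET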
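Material: NR2E3–RetCOR corepressor complex / Incubation: Compound–protein incubation for 5 h at 4 °C / Dosing: compound at 4.8 µM, single dose / Detection: time-resolved FRET / Benchmarks: high control biotin, low control 0.6% DMSO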
* = called active by the depositor; / = no result given.

Each structure is followed by: TWEAK Fn14 block	HIF-2a block	TRAIL sens C8	Shn3 inh set2	MITF TRPM1 inh	Peg3 promoter	TROY NFkB inh	NR2E3 ag-1	CF NFkB inh	KKLEB tox	NR2E3 ag-2
O=c1c(Cc2ccc(Cl)cc2)c(O)ccn1Cc1ccncc1
    4	21	-3	-6	5	12	4	-23	-3	6	2
CCN(CC)c1ccc(CC(=O)NC(C)Cc2ccccc2)cc1 (stereo unspecified)
    -9	13	1	5	-6	12	8	-10	10	1	-1
O=C(NN1C(=O)C2C3CCC(O3)C2C1=O)c1ccc(Cl)cc1 (stereo unspecified)
    -5	-7	4	20	6	-74	4	3	8	9	1
CC(OC(=O)c1cc(S(=O)(=O)N2CCOCC2)ccc1F)C(=O)NCc1ccc2c(c1)OCO2 (stereo unspecified)
    -4	11	1	0	-7	-28	9	6	-7	-6	0
Cc1cccn2cc(-c3cccc(S(=O)(=O)N4CCCCC4)c3)nc12
    17	-24	-1	1	-5	8	-14	-9	-13	9	-1
COc1ccc2oc(C(=O)N(Cc3ccco3)Cc3cccs3)c(C)c2c1
    13	-79	15	-13	-21	-13	-20	-35	10	-3	0
COc1ccc(-c2cc(C(=O)Nc3ccc(S(=O)(=O)Nc4onc(C)c4C)cc3)c3ccccc3n2)cc1OC
    -21	9	-9	2	20	5	8	6	-12	2	4
COc1cc(NC(=O)c2ccccc2)c(OC)cc1NC(=O)CSc1[nH]c(=O)cc(C)c1C#N
    2	-9	16	1	18	10	8	-21	20	20	5
CC(C)CNC(=O)c1cc2nc3c(c(C(F)(F)F)n2n1)CCc1ccccc1-3
    4	-41	-9	-27	-7	-11	-17	6	-8	2	2
CCOc1ccc(C(=O)Nc2ccc(C(F)(F)F)n(C)c2=O)cc1
    4	-80	1	-21	-2	-66	-21	13	-35	11	6
O=[N+]([O-])c1ccc([C@H](O)[C@H](CO)N=Cc2ccccc2O)cc1
    11	8	-7	-8	3	10	-2	-7	-7	7	2
Cc1ccccc1Cn1c(=O)n(CCCC(=O)NCc2ccco2)c(=O)c2ccccc21
    10	23	-16	-22	0	18	7	-13	10	-7	-2
N#C/C(=C/c1ccc(C(=O)O)cc1)C(=O)NCc1ccccc1
    -4	-2	-8	-1	-1	4	6	4	2	-4	5
CN1CCC(N(C)S(=O)(=O)c2ccc(NC(=O)COc3ccc(F)cc3)cc2)CC1
    -8	7	-2	0	2	-16	-8	4	16	10	-3
O=S(=O)(Cc1ccc(Cl)cc1)Nc1ccc2c(c1)OCO2
    -7	-55	8	-17	-1	-21	-3	-3	5	-4	3
Nc1nc(-c2ccc(-c3ccccc3)cc2)cs1
    18	-198	59*	-107	-65	-271	-2	-88	-20	-19	-1
CCOc1ccc(N2C(=O)C3Sc4[nH]c(=O)sc4C(c4ccc(OC)c(OC)c4)C3C2=O)cc1 (stereo unspecified)
    -14	11	16	-3	12	9	-8	-23	-2	2	-2
COC(=O)C1=C(C)N(C)C(=O)/C1=C\c1ccco1
    10	2	-5	1	10	4	-6	-8	-32	9	-3
Cc1onc(-c2ccccc2Cl)c1C(=O)NCc1cccs1
    4	11	-17	-5	12	-1	2	-22	-4	6	-2
CC(C)NC(=O)C1CCN(C2CCN(Cc3cn[nH]c3-c3ccccc3)CC2)CC1
    -3	13	-4	-17	-6	0	22	-3	5	7	2
CN(Cc1c(F)cccc1Cl)C(=O)C1=CC=CN2CCS(=O)(=O)N=C12
    -1	-1	-13	-19	3	9	-6	-8	3	-18	/
CCOc1ccc(N(CC(=O)NC(C(C)C)C(C)C)S(=O)(=O)c2ccc(OC)c(OC)c2)cc1
    17	16	1	22	1	19	39	1	7	-4	-4
CCCCOc1ccc(N2C(=O)CC(NCCc3ccc(S(N)(=O)=O)cc3)C2=O)cc1 (stereo unspecified)
    -9	10	23	3	13	0	-2	-2	-8	8	3
COc1ccccc1NC(=O)C(C)N(C)CC(=O)Nc1cccc2ccccc12 (stereo unspecified)
    -4	8	-21	-6	17	10	3	-5	-24	10	/
CC(=O)Nc1ccc(S(=O)(=O)N2CCC(c3nc4c(nnn4Cc4ccccc4Cl)c(=O)[nH]3)CC2)cc1
    -1	16	-6	4	5	20	-9	13	4	-9	3
N#C/C(=C\c1ccccc1)C(=O)NC1CC1
    -14	15	-5	6	8	0	-27	-31	3	0	-1
CCCNC(=S)N1CCC(C(=O)c2ccc(OC)cc2)CC1
    2	10	1	4	10	4	12	10	16	-5	1
CCC(CC)c1nnc(NC(=O)c2cc(C(=O)OC)cc([N+](=O)[O-])c2)s1
    -28	23	5	-10	-6	9	-2	13	8	4	2
Cc1ccc(Cc2c(-c3cccc(Cl)c3)nc3cc(C)c(Br)c(C)n23)cc1
    -15	-44	10	1	/	-27	-12	-56	6	-14	/
CCCc1cc(=O)oc2cc(C)cc(OCC(=O)Nc3ccc(S(N)(=O)=O)cc3)c12
    -9	10	13	-4	0	2	0	8	31	4	-1
CCN(C(=O)Cc1ccc(Br)cc1)C1CCCCC1
    -3	11	1	0	-1	25	4	-1	10	-10	1
COc1ccc(N(C)S(=O)(=O)c2cccc(C(=O)Nc3ccc(-n4cnnn4)cc3)c2)cc1
    21	6	18	50	-5	35	22	9	-6	-4	-1
O=C1Cn2c(nc3ccccc32)-c2ccccc2N1
    5	-50	37	2	-2	1	-16	-7	6	6	1
CN1CCN(c2ccccc2NC(=O)c2ccccc2F)CC1
    6	-2	-12	12	-7	18	11	-3	-2	6	4
CC(=O)OCCN(Cc1ccccc1)Cc1ccc2c(c1)OCO2
    5	-2	-1	-3	8	-2	2	14	-12	8	1
CCCc1cc(=O)oc2cc(OCC(=O)NCCCn3ccnc3)ccc12
    -13	-21	-2	-8	3	-6	17	-18	4	1	3
Cc1ccccc1-c1coc2cc(O)ccc2c1=O
    -6	-22	7	-12	-14	-13	-15	-15	1	8	-1
COc1ccc(/C=C/C(=O)Nc2sc(Cc3ccccc3)c(C)c2C(N)=O)cc1
    -36	-21	-3	-6	-5	47	-67	-6	25	-18	-2
Cc1cnc(C(=O)Nc2ccc(C(C)C)cc2)cn1
    -14	-307	9	-106	-124	-288	-27	-113	-6	-12	0
O=C(O)CN(Cc1ccccc1)S(=O)(=O)c1ccc(F)cc1
    -6	9	3	-7	1	8	4	-17	-4	8	-1
O=C(NCc1nnnn1-c1ccc(F)c(F)c1)c1cc2ccccc2o1
    -6	8	2	-12	-11	-4	0	-3	5	9	2
O=C(N/N=C/C1C(c2ccccc2)C1(Cl)Cl)c1cccc(Br)c1 (stereo unspecified)
    -1	6	-14	-6	2	3	13	-36	3	4	3
COCn1c(=O)c2c(nc(SC3=NCCS3)n2Cc2ccccc2C)n(COC)c1=O
    2	30	3	23	-5	28	3	11	-11	1	0
CCc1c(C)nc(SCc2cccnc2)[nH]c1=O
    0	-3	-12	-1	-10	-12	-19	-27	16	-5	1
O=C(O)CSc1c(-c2cccs2)[nH]c2ccccc12
    17	9	-2	-1	13	9	11	6	8	11	-2
CC(C)n1cc(/C=C2/SC(=O)N(CC(=O)N3CCCC3)C2=O)c2ccccc21
    -1	8	-2	12	10	15	17	18	-6	-1	-4
COc1cccc2cc(/C(C)=N/NC(=O)c3ccco3)oc12
    -6	-78	4	-6	-17	-42	-15	-69	-21	16	0
Cc1ccc(/C=N/N=C2\SCC(=O)N2CC2CC2)cc1
    -25	-76	-14	2	-13	-21	-12	-15	-18	19	-5
CCOC(=O)c1nn(-c2c(C)n(C)n(-c3ccccc3)c2=O)cc1O
    61*	9	-15	14	12	13	/	-9	-4	8	2
O=C1C2CCCN2C(=O)N1CCCN1CCN(c2cccc(Br)c2)CC1 (stereo unspecified)
    -17	3	13	4	17	19	-9	7	10	-3	1
CCCCn1nc(C(=O)NCc2ccccc2CN2CCCC2)c2ccccc2c1=O
    3	6	4	16	-9	2	-22	10	9	-21	1
COC(=O)c1ccc(CNC(=O)Cn2nnnc2CN(C)C(C)C)cc1
    -2	27	-17	1	-16	19	-19	9	-11	2	1
Cc1cccc(NC(=O)c2ccc(NS(=O)(=O)c3cccc4cccnc34)cc2)c1
    8	26	6	4	6	31	5	15	8	-19	/
CCOc1ccc(S(=O)(=O)N2CCN(S(=O)(=O)c3ccc(OCC)cc3)C(C)C2)cc1 (stereo unspecified)
    2	9	0	11	3	14	-23	-16	4	-4	-1
Cc1nn(CCN)c(C)c1Cl
    -12	14	3	2	-18	4	11	-9	-5	-12	3
N#Cc1cnn(-c2ccc(F)cc2)c1N
    -2	17	4	-5	5	4	-15	1	-10	4	0
CCc1ccc(NC(=O)COn2nnc3ccc(S(=O)(=O)N(C)C)cc32)cc1
    7	-12	2	0	5	-9	4	10	-10	9	2
COC(=O)[C@]1(C)N[C@H](CN(C)S(=O)(=O)c2ccc(-c3ccccc3)cc2)[C@@H]2C(=O)N(Cc3ccccc3)C(=O)[C@@H]21
    43	14	9	-16	-3	18	9	2	-3	10	/
Cn1c(N)c(N=O)c(=O)n(C)c1=O
    -11	12	9	18	-7	14	20	-17	-10	4	-2
CCC(=O)Nc1cccc(-c2cn3cccc(C)c3n2)c1
    -18	-160	11	-1	-24	-103	-50	-64	26	-5	3

Other results
Each structure is followed by: TWEAK Fn14 block	HIF-2a block	TRAIL sens C8	Shn3 inh set2	MITF TRPM1 inh	Peg3 promoter	TROY NFkB inh	NR2E3 ag-1	CF NFkB inh	KKLEB tox	NR2E3 ag-2
CCOc1ccccc1Oc1cn[nH]c1-c1ccc(OC)cc1O
    34	21	-2	30	17	17	29	-21	13	-2	-2
CC1CCCN(S(=O)(=O)c2ccc(S(=O)(=O)N3CCCC3)cc2)C1 (stereo unspecified)
    13	20	6	60	3	3	-21	-19	9	14	1
CCCNC(=O)C1(C)CCCN(C(=O)c2cccnc2Oc2ccccc2)C1 (stereo unspecified)
    -5	5	-10	-18	/	-1	11	-47	-17	2	/
O=C(OCc1ccc([N+](=O)[O-])cc1)c1cc2ccccc2oc1=O
    -14	14	1	12	5	-2	-31	18	-6	-2	-1
CCOc1ccc(Br)cc1C(=O)N/N=C/c1ccc([N+](=O)[O-])cc1
    -36	1	1	10	12	24	-13	-20	17	-19	-1
CCCCc1c(C)nc2ccc(OC)cc2c1SCCC(=O)O
    -11	14	16	3	-5	15	45	11	2	-9	3

In a second layout: results already given
smiles: CCCCn1nc(C(=O)NCc2ccccc2CN2CCCC2)c2ccccc2c1=O
  TWEAK Fn14 block: 3	HIF-2a block: 6	TRAIL sens C8: 4	Shn3 inh set2: 16	MITF TRPM1 inh: -9	Peg3 promoter: 2	TROY NFkB inh: -22	NR2E3 ag-1: 10	CF NFkB inh: 9	KKLEB tox: -21	NR2E3 ag-2: 1

smiles: COC(=O)c1ccc(CNC(=O)Cn2nnnc2CN(C)C(C)C)cc1
  TWEAK Fn14 block: -2	HIF-2a block: 27	TRAIL sens C8: -17	Shn3 inh set2: 1	MITF TRPM1 inh: -16	Peg3 promoter: 19	TROY NFkB inh: -19	NR2E3 ag-1: 9	CF NFkB inh: -11	KKLEB tox: 2	NR2E3 ag-2: 1

High-throughput results (PubChem)

Only part of the results is shown, so the mix of outcomes need not match the whole.
